TbREL1 inh: TbREL1 inhibition, primary screen; AID 1117264; TbREL1 RNA ligation, FRET fluorescence; 89,000 compounds, 0.49% hits; P86926; inhibition, % at 9.66 µM;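 active means inhibition above the mean inhibition across all screened compounds plus 3 SD, cut at about 11% in these data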;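 further: 0% = plate median of test wells and 100% = NSC42067 control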
Target sequence (P86926 whole entry, looked up): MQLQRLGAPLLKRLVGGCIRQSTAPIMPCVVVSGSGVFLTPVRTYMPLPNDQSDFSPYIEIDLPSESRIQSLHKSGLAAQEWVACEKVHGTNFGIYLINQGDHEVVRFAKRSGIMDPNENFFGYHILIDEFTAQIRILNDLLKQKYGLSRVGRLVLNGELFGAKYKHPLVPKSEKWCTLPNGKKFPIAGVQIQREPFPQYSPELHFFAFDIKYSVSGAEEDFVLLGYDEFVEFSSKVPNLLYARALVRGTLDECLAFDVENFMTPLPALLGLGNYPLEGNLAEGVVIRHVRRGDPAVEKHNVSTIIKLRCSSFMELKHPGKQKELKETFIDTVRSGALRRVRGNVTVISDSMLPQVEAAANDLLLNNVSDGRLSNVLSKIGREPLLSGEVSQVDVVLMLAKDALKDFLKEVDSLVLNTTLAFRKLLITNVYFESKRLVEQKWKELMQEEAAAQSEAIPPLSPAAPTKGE
The depositor's hits bear a star. These rows are one share of the data; rates above refer to the full screens.

TbREL1 inh	SMILES
4	C[C@H]1CN([C@@H](C)CO)C(=O)Cc2cc(NS(C)(=O)=O)ccc2O[C@@H]1CN(C)Cc1ccc(Cl)c(Cl)c1
0	NC(=O)c1ccc(/C=N/O)nc1
1	Cc1cc(N2C(=O)CC(Cc3ccc(Cl)cc3)C2=O)no1 (stereo unspecified)
3	C=CCc1cccc(C=NNC(=O)c2ccco2)c1O
3	COc1ccc(CC(=O)NNC(=O)c2ccccc2)cc1OC
-3	Cc1ccc(N2C(=O)C(CC(=O)Nc3cccc(F)c3)N(CCc3ccncc3)C2=O)cc1 (stereo unspecified)
0	O=C1C2C3CCC(O3)C2C(=O)N1c1cc(OCC(F)F)cc([N+](=O)[O-])c1 (stereo unspecified)
-1	O=C(Cn1cnc2ccccc2c1=O)N1CCN(Cc2ccc(F)cc2)CC1
-2	C[N+]1=C2N[C@@H](c3ccccc3)CC(=O)N2/C(=C\c2ccccc2)[C@@H]1Cc1ccccc1
2	O=C(NCc1cccs1)C1C2C=CC3(CN(Cc4ccccc4)C(=O)C13)O2 (stereo unspecified)
-3	COc1ccc(N(CC(=O)NCCc2ccccc2)C(=O)CCC(=O)Nc2ccccn2)cc1
2	CCOC(=O)c1ccc(Oc2cc(C)nc(Cl)n2)cc1
0	CN1CC[C@@H]2C(=O)N3CCc4ccc(Br)cc4[C@@H]3C[C@@H]21
7	COc1ccc(CCNCC(O)COc2cccc(Br)c2)cc1OC (stereo unspecified)
-1	CCCS(=O)(=O)Nc1ccc(N2CCCCC2)c(S(=O)(=O)Nc2ccccc2OC)c1

Carrying on:
TbREL1 inh	SMILES
0	CC1(NC(=O)CCc2nc3sc4c(c3c(=O)[nH]2)CCCC4)CCS(=O)(=O)C1 (stereo unspecified)
-2	CCC1CCCCN1C(=O)N[C@@H](Cc1ccccc1)C(=O)O (stereo partly specified)
0	COc1ccc(CCC(=O)OCC(=O)Nc2ccccc2OC(F)F)cc1OC
3	CC(C)C[C@H]1COc2cccc(N3CCC[C@H]3CO)c2S(=O)(=O)N1
1	Nc1nc(N)nc(-c2cccc(Cl)c2)n1
0	CN(C)S(=O)(=O)c1cccc(COC(=O)c2cccnc2Cl)c1
-3	CCOC(=O)C1CCCN(C(=O)c2ccc(OC(C)=O)cc2)C1 (stereo unspecified)
-1	C=CCOc1ccccc1CN1CCC(n2nccc2NC(=O)C2CCOC2)CC1 (stereo unspecified)
-3	CC1=C(C(=O)OC(C)C)C(c2cccc(F)c2)N2C(=O)C(C)SC2=N1 (stereo unspecified)
2	O=C(N/N=C/c1ccco1)c1cc(-c2ccc3ccccc3c2)n[nH]1
0	CC(Sc1nn(-c2ccc(Cl)cc2)c(=S)s1)C(=O)NCC1CCCO1 (stereo unspecified)
2	Cc1ccc2sc(C)cc(=O)c2c1
-4	COc1ccc(C(=O)C(C)C(C)=O)c(OCc2ccccc2)c1OC (stereo unspecified)
-1	CC(C(=O)N1CCOCC1)N1C(=O)C2C3C=CC(C4CC34)C2C1=O (stereo unspecified)
0	O=C(Nc1nc(-c2ccccc2Cl)cs1)c1cccnc1

Nothing new here: entries from further up.
TbREL1 inh	SMILES
2	CCOC(=O)c1ccc(Oc2cc(C)nc(Cl)n2)cc1
0	CN1CC[C@@H]2C(=O)N3CCc4ccc(Br)cc4[C@@H]3C[C@@H]21
7	COc1ccc(CCNCC(O)COc2cccc(Br)c2)cc1OC (stereo unspecified)
-1	CCCS(=O)(=O)Nc1ccc(N2CCCCC2)c(S(=O)(=O)Nc2ccccc2OC)c1
0	CC1(NC(=O)CCc2nc3sc4c(c3c(=O)[nH]2)CCCC4)CCS(=O)(=O)C1 (stereo unspecified)
-2	CCC1CCCCN1C(=O)N[C@@H](Cc1ccccc1)C(=O)O (stereo partly specified)
0	COc1ccc(CCC(=O)OCC(=O)Nc2ccccc2OC(F)F)cc1OC
3	CC(C)C[C@H]1COc2cccc(N3CCC[C@H]3CO)c2S(=O)(=O)N1
1	Nc1nc(N)nc(-c2cccc(Cl)c2)n1
0	CN(C)S(=O)(=O)c1cccc(COC(=O)c2cccnc2Cl)c1
-3	CCOC(=O)C1CCCN(C(=O)c2ccc(OC(C)=O)cc2)C1 (stereo unspecified)
-1	C=CCOc1ccccc1CN1CCC(n2nccc2NC(=O)C2CCOC2)CC1 (stereo unspecified)
-3	CC1=C(C(=O)OC(C)C)C(c2cccc(F)c2)N2C(=O)C(C)SC2=N1 (stereo unspecified)
2	O=C(N/N=C/c1ccco1)c1cc(-c2ccc3ccccc3c2)n[nH]1
0	CC(Sc1nn(-c2ccc(Cl)cc2)c(=S)s1)C(=O)NCC1CCCO1 (stereo unspecified)
2	Cc1ccc2sc(C)cc(=O)c2c1

Other records follow.
TbREL1 inh	SMILES
1	O=S1(=O)CC(N2CCN(CC3CC3)CC2)CN1Cc1ccc(F)cc1 (stereo unspecified)
2	O=C1NCCCC1C(=O)Nc1cccc(C(F)(F)F)c1 (stereo unspecified)
-2	CC(C)(C)CCNc1nc(-c2ccccn2)nnc1-c1ccccc1
-1	C/C(=N\Nc1ccccn1)c1ccc(N2CCOCC2)cc1
1	COc1ccc(NC(=O)COC(=O)c2cc(C)oc2C)c([N+](=O)[O-])c1
-1	O=C(Nc1ccccc1C(=O)NCC1CCCO1)c1ccco1 (stereo unspecified)
-2	c1ccc2c(c1)-c1ccccc1C2N1CCOCC1
-3	Cc1ccc(Cl)cc1NC(=O)CN1CCN(S(=O)(=O)N2CCC(C)CC2)CC1
-1	O=C(NC1CCCCC1)C(c1ccccc1)N1CCc2ccccc21 (stereo unspecified)
-1	COC(=O)CCC(=O)OC1(C)C(=O)C2=CN(C(CO)CO)C(c3ccc(OC)cc3)=CC2=C(Br)C1=O (stereo unspecified)
0	O=C(CC1CCCC1)N1CCN(S(=O)(=O)c2ccc(F)cc2)CC1
-4	CCCc1cc2c(-c3ccccc3)cc(=O)oc2cc1OCc1ccc(C(=O)O)o1
3	C[C@H]1CN=C(Nc2ccccc2)N1CCC1CCCCC1
0	O=S(=O)(Nc1nc2ccccc2s1)c1cnc(Cl)c(Br)c1
-2	Cc1cccc(N2C(=O)SC(N(C)c3ccccc3)C2=O)c1 (stereo unspecified)

The listing continues.
TbREL1 inh	SMILES
4	NC1=NC(=O)/C(=C/C=C/c2cccs2)S1
-2	C=CCc1cccc(OC)c1OCCOCCn1ccnc1
0	CCN1CCc2c(C#N)c(N3CCCCC3)nc(N3CCOCC3)c2C1
6	C[C@H]1CCCN1c1cccc2c1S(=O)(=O)N1CC[C@@H](C1)O2
-3	Cc1cccc(NC(=O)c2cc([N+](=O)[O-])ccc2Cl)c1O
-1	COc1ccc(CN2C(=O)c3ccccc3C(/C=N/OCc3ccc(Cl)cc3)C2=O)cc1 (stereo unspecified)
6	COc1ccc(C(=O)N2CCCCC2c2cc(C(=O)Nc3ccc(F)c(Cl)c3)no2)cc1 (stereo unspecified)
1	Nc1nnc(-c2ccncc2)s1
4	Nc1ncnc2c1ncn2[C@@H]1O[C@H](CNCc2c(OCc3ccccc3F)ccc3ccccc23)[C@@H](O)[C@H]1O
2	COc1ccc(C(=O)N/N=c2\oc3ccccc3cc2C(=O)NCc2ccccc2)cc1
-3	COc1ccc(C2C(C(=O)Nc3cc(OC)c(OC)c(OC)c3)CCC(=O)N2c2ccc(OC)cc2)cc1 (stereo unspecified)
-2	CCOC(=O)C1CCCCN1S(=O)(=O)c1cc2c(cc1C)NC(=O)CO2 (stereo unspecified)
-1	O=[N+]([O-])c1cccc(-c2c(-c3ccccc3)ncc3ccc(F)cc23)c1
-1	Cc1[nH]nc2c1/C(=N\O)CC(C)(C)C2
2	O=C(NCC1CCCCC1)c1cccc(S(=O)(=O)N2CCCC2)c1

Given comma-delimited: part of the list above
SMILES,TbREL1 inh
c1ccc2c(c1)-c1ccccc1C2N1CCOCC1,-2
O=C(NC1CCCCC1)C(c1ccccc1)N1CCc2ccccc21 (stereo unspecified),-1

(further entries)
TbREL1 inh	SMILES
4	COc1ccc(CCNC(=O)c2ccc3c(c2)NC(=O)C(N2CCOCC2)S3)cc1OC (stereo unspecified)
-1	CC(C)c1ccc(NC(=O)COc2ccc(C3SCCS3)cc2)cc1
0	Nc1ccc(-c2n[nH]c(=O)c3ccccc23)cc1N
0	CCOC(=O)c1cn(-c2ccc([N+](=O)[O-])cc2)c2cc(Cl)c([N+](=O)[O-])cc2c1=O
-3	O=[N+]([O-])c1ccc(C2CN=C(Nc3ccccc3)S2)cc1 (stereo unspecified)
-2	COC(=O)c1sc(NC(=S)NC(=O)c2cccc(Br)c2)nc1C
6	CCC[C@H]1[C@@H](OC(=O)NC2CCCCC2)CC[C@@]23CCCN2C(=O)CCC[C@@H]13
0	CN(C)c1nc(OCCNC(=O)Nc2ccc(Cl)cc2)nc(N(C)C)n1
-3	COCCn1c(SCc2ccc(F)cc2)nc2ccccc2c1=O
1	COc1ccc(-c2csc3ncnc(N4CCN(c5cccc(C)c5C)CC4)c23)cc1
1	COc1ccc(CCNC(=O)c2cc(C3CC3)nc3c2cnn3C(C)C)cc1OC
-3	Cc1cc(F)ccc1S(=O)(=O)N1CCCOC1CNC(=O)C(=O)NCc1ccncc1 (stereo unspecified)
-6	COc1ccc(N2CCN(C(=O)c3c(-c4ccccc4)noc3C)CC2)cc1
0	Cc1nn(C(C)C(=O)NCC2CCCO2)c(=O)c2cc3occc3n12 (stereo unspecified)
0	CC(C)(C)C(=O)Nc1ncc(C(F)(F)F)cc1Cl

The listing continues.
TbREL1 inh	SMILES
0	C/C=C(\C)c1nnc(NC(=O)OCC)s1
0	COC(=O)CN1C(=O)C(C)(C)Oc2ccc(C(=O)NC3CC3)cc21
0	NC(=O)NC(=O)CSc1cccc(C(F)(F)F)c1
-1	O=C(NCc1cccnc1)c1ccccc1-c1ccccc1
4	O=c1oc(CCCO)cc2ccccc12
2	CCCCC(=O)Nc1ccc(NC(=O)c2ccc3c(c2)OCO3)cc1OC
3	COc1ccc(-c2ccc(-c3noc(-c4cccc(OC)c4)n3)c(OC)n2)cc1
-4	COc1ccc(Nc2cc(C)nc(-n3nc(C)cc3C)n2)cc1
-4	CCC(C)NC(=O)c1ccc2c(Cl)c3c(nc2c1)CCC3 (stereo unspecified)
-1	O=C(OCc1csc(-c2ccccc2)n1)c1cccs1
-7	CC(=O)c1ccc(NC(=S)NCCc2cccc(Cl)c2)cc1
-2	CC(=O)OCC(C)n1c(=O)c2ccccc2n1C(C)=O (stereo unspecified)
1	C=C(C)CSC1=C(C#N)C(c2ccccc2Cl)CC(=O)N1 (stereo unspecified)
-4	C=CCN(Cc1nc(-c2ccccc2)no1)C(=O)c1ccco1
0	Cc1cc(C)n(-c2ccc(C(=O)OCc3nnc(-c4ccccc4)o3)cc2)n1

The list goes on:
TbREL1 inh	SMILES
-5	CCC[C@H]1[C@@H](NS(=O)(=O)c2ccccc2[N+](=O)[O-])CC[C@@]23CCCN2C(=O)CCC[C@@H]13
-5	CCOC(=O)c1ccc(-c2ccc(N3C(c4cccc(OC)c4)=Cc4ccc(F)cc4C3CC(C)=O)cc2)cc1F (stereo unspecified)
-2	CCC(C)Sc1nnc(NC(=O)C2CCN(C(=O)c3ccco3)CC2)s1 (stereo unspecified)
-4	CCCCSc1nnc(-c2cc3c(C(F)(F)F)nn(C)c3s2)n1C
2	CC(C)(C)C(=O)N1CCC(O)(CS(=O)(=O)Cc2ccccc2)CC1
-1	C=CCOc1ccc(/C=N/NC(=O)CC(=O)NC2CCCCC2)cc1
-3	O=C(CNC(=S)NC(=O)c1ccc(Cl)cc1)c1ccccc1
-2	CC(=O)NC(c1ccccc1)c1nc(-c2cccc(C#N)c2)cs1 (stereo unspecified)
4	COc1ccc(Cn2ccc3ccc(-c4ccc5ccn(Cc6ccc(OC)cc6)c5c4)cc32)cc1
-6	CCCCOC(=O)c1ccc(NC(=S)NC(=O)c2c(Cl)cnn2C)cc1
0	O=C(NCC1CCCO1)C1CCN(C(=O)c2ccc(Cl)cc2)CC1 (stereo unspecified)
0	CCC(=O)c1ccc(OCC(=O)OCC(=O)N(C)CC(=O)Nc2ccc(F)cc2)cc1
0	Cc1ccc(NC(=O)c2ccc(Cl)c(S(=O)(=O)N3CCCCC3)c2)nc1
2	O=C(CCCSc1nnnn1-c1cccc2ccccc12)c1ccc(F)cc1
-3	O=C(OCCNC(=O)c1ccc2ccccc2n1)c1ccc(F)cc1

(further entries)
TbREL1 inh	SMILES
2	CC(NC(=O)c1ccccc1)C(=O)NC1=NCCS1 (stereo unspecified)
2	CC1CCN(C(=O)c2ccc(NC(=O)c3ccccc3)cc2)CC1
7	O=C(CSc1nnc(-c2cccnc2)n1C1CCCCC1)N1CCCC1
-3	Cc1ccccc1NC(=O)c1cccc2c1-c1ccccc1C2=O
-1	CCOc1ccc2nc(NCCO)[nH]c2c1
-1	CC(=O)N(CC1CCCO1)c1nnc(-c2ccccn2)s1 (stereo unspecified)
-2	COc1ccc(OC(C)C(=O)N(C)Cc2nc(-c3ccc(OC)cc3)no2)cc1 (stereo unspecified)
1	O=C(NCCc1ccco1)C(=O)NCC1OCCCN1S(=O)(=O)c1cc(F)ccc1F (stereo unspecified)
7	Cc1cnc(C(=O)OC(C)C(=O)Nc2ccc(Oc3ccccc3)cc2)cn1 (stereo unspecified)
-5	CN(C)c1ccc(CNC(=O)C2Cc3c(-c4cccc(C(N)=O)c4)ccnc3O2)cc1 (stereo unspecified)
5	COC(=O)c1ccc(-n2nnnc2SCC(=O)N2CCCCC2)cc1
0	CN(C(=O)CSc1nc2ccccc2c(=O)n1C)C1CCS(=O)(=O)C1 (stereo unspecified)
-1	O=C(NN1C(=O)c2ccccc2NC1c1ccco1)c1ccc(Br)cc1 (stereo unspecified)
2	COc1ccc(NC(=O)C(CCS(C)(=O)=O)N2C(=O)c3ccccc3C2=O)cc1 (stereo unspecified)
2	COC(=O)c1ccccc1NC(=O)CSc1nnc(Cc2ccc(Cl)cc2)o1

Continuation:
TbREL1 inh	SMILES
-3	Cc1ccc(-n2cc3c(=O)n(C)c(=O)n(C)c3c2)cc1C
6	Cc1sc2nc(COC(=O)CNC(=O)c3ccc(F)cc3Cl)[nH]c(=O)c2c1C
7	Fc1ccc(CN(Cc2ccccc2)C(c2cccs2)c2nnnn2C2CCCCC2)cc1 (stereo unspecified)
-1	Cc1cccc(NS(=O)(=O)c2nnc(NC(=O)c3ccc(Cl)cc3)s2)c1
-2	CCOc1ccc(-n2c(SCC(=O)Nc3ccc4cn[nH]c4c3)nnc2-c2ccc(C(C)(C)C)cc2)cc1
-1	CC(C)CC(=O)NC(=S)Nc1sc2c(c1C(N)=O)CCC2
-1	COc1cc(C(=O)Nc2ccccc2N2CCN(S(C)(=O)=O)CC2)cc(OC)c1OC
